Screens: PubChem BioAssay, The Scripps Research Institute Molecular Screening Center
PAFAH2 FP inh: PAFAH2 (human) inhibition; 0.99% of 340,000 active; recombinant PAFAH2, FP-rhodamine activity probe, fluorescence polarization; Q99487; inhibition, % at 3.39 µM;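 active = inhibition above the mean over all tested compounds plus 3 SD, cut at about 30% in these data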;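 note: inhibitors block probe labeling of enzyme so polarization drops; 0% = enzyme with DMSO and 100% = wells lacking PAFAH2 protein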
PAFAH1B3 FP inh: PAFAH1B3 (human) inhibition. AID 492972. inhibition, % at 3.39 µM. 0.28% of 340,000 active. recombinant PAFAH1B3, FP-rhodamine probe, fluorescence polarization;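 active = inhibition above the screen-wide average of all tested compounds plus 3 SD, cut at about 25% in these data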;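 note: 0% = enzyme with DMSO only and 100% = wells lacking PAFAH1B3 protein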
GSTO1 inh: GSTO1 inhibition, counter-screen for RBBP9 inhibitors; 1.1% of 300,000 active; inhibition, % at 5.96 µM; recombinant GSTO1, activity-based probe fluorescence polarization; P78417; AID 1974;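 active = inhibition above the campaign mean inhibition plus 3 SD, cut at about 35% in these data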;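 note: 0% = GSTO1-1 with DMSO and 100% = wells lacking GSTO1-1 enzyme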
PAD4 inh: PAD4 (human) enzyme inhibition. recombinant PAD4, RCA probe fluorescence polarization. Q9UM07. 0.41% of 330,000 active. inhibition, % at 6.36 µM;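 active = percent inhibition above a cutoff equal to the mean of all tested compounds plus 3 SD, cut at about 15% in these data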;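 note: 0% = PAD4 with RCA probe and DMSO and 100% = probe without PAD4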
PME-1 inh: PME-1 (human) inhibition | recombinant PME-1, FP-Rh probe fluorescence polarization | inhibition, % at 5.9 µM | 0.53% of 320,000 active | AID 2130;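 active = inhibition above the campaign mean of all compounds plus 3 SD, cut at about 26% in these data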;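 note: competitive labeling of PME-1 active site by serine hydrolase directed probe; 0% = PME-1 with DMSO and 100% = wells lacking PME-1 enzyme; inhibitors block probe labeling so polarization falls and inhibition rises; many of its hits are not listed in these tables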
pPAFAH FP inh: pPAFAH (human) enzyme inhibition. Q13093. recombinant pPAFAH, FP-rhodamine probe fluorescence polarization. inhibition, % at 3.39 µM. 1.5% of 330,000 active;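 active = inhibition above the mean inhibition across the screen plus 3 SD, cut at about 25% in these data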;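 note: inhibitors block binding of the rhodamine activity-based probe so polarization drops; 0% = enzyme with DMSO and 100% = wells lacking pPAFAH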
Target sequence (Q13093 whole entry, looked up): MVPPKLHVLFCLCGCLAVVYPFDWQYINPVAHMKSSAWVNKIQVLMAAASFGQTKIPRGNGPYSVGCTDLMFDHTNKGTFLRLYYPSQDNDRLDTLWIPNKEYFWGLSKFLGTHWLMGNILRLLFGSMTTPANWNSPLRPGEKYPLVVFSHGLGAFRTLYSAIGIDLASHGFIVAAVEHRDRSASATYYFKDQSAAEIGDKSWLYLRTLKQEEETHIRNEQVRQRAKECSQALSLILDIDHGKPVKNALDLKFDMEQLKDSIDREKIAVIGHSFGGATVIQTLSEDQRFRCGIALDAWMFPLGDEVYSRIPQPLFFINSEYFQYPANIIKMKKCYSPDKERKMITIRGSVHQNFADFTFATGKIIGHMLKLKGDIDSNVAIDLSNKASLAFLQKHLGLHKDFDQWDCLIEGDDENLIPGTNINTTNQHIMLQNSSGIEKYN
LYPLA1 counter: LYPLA1 (human) inhibition in PME1 counter-screen; O75608; AID 2174; 0.16% of 320,000 active; inhibition, % at 5.9 µM; recombinant LYPLA1, FP-Rh probe fluorescence polarization;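 active = inhibition above the mean of all tested compounds plus 3 SD, set per campaign, cut at about 14% in these data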;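 note: inhibitors block serine hydrolase probe labeling of LYPLA1 so polarization falls; 0% = enzyme with DMSO and 100% = wells lacking LYPLA1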
Target sequence (O75608 whole entry, looked up): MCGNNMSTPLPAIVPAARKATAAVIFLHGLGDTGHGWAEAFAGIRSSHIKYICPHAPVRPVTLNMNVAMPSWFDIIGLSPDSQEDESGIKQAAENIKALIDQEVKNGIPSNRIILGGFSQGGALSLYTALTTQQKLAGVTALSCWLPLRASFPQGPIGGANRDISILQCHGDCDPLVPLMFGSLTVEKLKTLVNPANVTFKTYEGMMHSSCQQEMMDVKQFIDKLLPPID
PAFAH1B2 FP inh: PAFAH1B2 (human) inhibition; recombinant PAFAH1B2, FP-rhodamine activity probe, fluorescence polarization; AID 492953; inhibition, % at 3.39 µM; 1.2% of 340,000 active;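 active = inhibition above the mean of all tested compounds plus 3 SD, cut at about 24% in these data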;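 note: 0% = enzyme with DMSO and 100% = wells lacking PAFAH1B2; many of its hits are not listed in these tables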
Target sequence (P68402 whole entry, looked up): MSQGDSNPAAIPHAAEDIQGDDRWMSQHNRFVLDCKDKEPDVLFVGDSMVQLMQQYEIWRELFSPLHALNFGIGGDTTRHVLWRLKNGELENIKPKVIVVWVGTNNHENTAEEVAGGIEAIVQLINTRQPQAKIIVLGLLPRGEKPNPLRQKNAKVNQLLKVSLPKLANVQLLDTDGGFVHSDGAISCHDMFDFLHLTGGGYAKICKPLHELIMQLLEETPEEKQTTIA
LYPLA2 counter: counter-screen for PME1 inhibitors: inhibitors of human LYPLA2. inhibition, % at 5.9 µM. AID 2177. 0.38% of 320,000 active. O95372. recombinant LYPLA2, FP-Rh probe fluorescence polarization;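 active = inhibition above the screen-wide mean plus 3 SD, limit set per campaign, cut at about 26% in these data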;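 note: 0% = LYPLA2 with DMSO and 100% = wells lacking LYPLA2 enzyme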
* = called active by the depositor; . = no result given.

SMILES	PAFAH2 FP inh	PAFAH1B3 FP inh	GSTO1 inh	PAD4 inh	PME-1 inh	pPAFAH FP inh	LYPLA1 counter	PAFAH1B2 FP inh	LYPLA2 counter
CC(=O)Nc1nc(-c2ccccc2)ns1	-8	3	5	4	-6	1	4	-2	2
CN(CC(=O)Nc1ccc(F)cc1)CC(=O)Nc1ccc(F)c(F)c1F	-12	3	5	-1	2	3	1	-1	-3
Cn1cccc1-c1cc(C(=O)N/N=C/c2ccccc2Cl)[nH]n1	1	5	-5	3	0	6	2	0	-5
Cc1ccc(C(C)C)c(OCC(O)CN(C)Cc2ccccc2)c1 (stereo not given)	10	0	-7	-1	4	4	2	1	6
O=C(CN1C(=O)COc2ccc(Cl)cc21)NCC1CCCO1 (stereo not given)	0	9	7	-3	-4	0	-4	5	5
CCc1csc(CCNC(=O)C2CCC(=O)N(Cc3ccccc3F)C2)n1 (stereo not given)	4	6	4	-3	3	4	4	1	5
O=c1nc2ccc(Cl)cn2c2ccc(S(=O)(=O)N3CCCCC3)cc12	-1	1	-3	2	0	4	-5	13	-4
C=CCOc1ccc(/C=C/C(=O)OCC(=O)NCCC2=CCCCC2)cc1	17	-3	0	3	1	7	1	8	3
FC(F)(F)c1cc(Cl)c2nnc(-c3cccnc3)n2c1	-5	1	1	-7	0	1	3	-2	2
COc1cc(C(=O)O/N=C(\N)c2ccc([N+](=O)[O-])cc2)cc(OC)c1OC	-6	-7	0	3	7	6	-2	4	-7
CCC(NC(=O)c1cc(COc2cncc(Cl)c2)on1)c1ccncc1 (stereo not given)	-2	-1	1	0	-2	2	0	2	12
CCOC(=O)N1CCN(Cc2c(F)cccc2Cl)CC1	4	8	-2	-1	0	1	1	7	3
CS(=O)(=O)c1[nH]nc(-c2ccccc2Cl)c1C#N	.	.	2	1	2	3	-4	.	-4
CCC(C)(C)C1CCC2(CC1)NC(=O)N(CC(=O)N1CCN(S(=O)(=O)c3cc(C)ccc3C)CC1)C2=O (stereo not given)	-3	5	2	0	6	9	-3	0	2
COc1ccc(OC)c(C2C(C#N)=C(N)Oc3cc(C)n(Cc4ccccn4)c(=O)c32)c1 (stereo not given)	-4	-6	-1	0	0	1	-3	5	5

4 entries already listed, arranged by their value in PAD4 inh, largest number first.
SMILES	PAFAH2 FP inh	PAFAH1B3 FP inh	PAD4 inh	PME-1 inh	pPAFAH FP inh	PAFAH1B2 FP inh
CC(=O)Nc1nc(-c2ccccc2)ns1	-8	3	4	-6	1	-2
CCC(C)(C)C1CCC2(CC1)NC(=O)N(CC(=O)N1CCN(S(=O)(=O)c3cc(C)ccc3C)CC1)C2=O (stereo not given)	-3	5	0	6	9	0
O=C(CN1C(=O)COc2ccc(Cl)cc21)NCC1CCCO1 (stereo not given)	0	9	-3	-4	0	5
FC(F)(F)c1cc(Cl)c2nnc(-c3cccnc3)n2c1	-5	1	-7	0	1	-2

Following part:
SMILES	PAFAH2 FP inh	PAFAH1B3 FP inh	GSTO1 inh	PAD4 inh	PME-1 inh	pPAFAH FP inh	LYPLA1 counter	PAFAH1B2 FP inh	LYPLA2 counter
O=C(Nc1cc(C(F)(F)F)ccc1N1CCOCC1)c1ccc2ccccc2n1	3	5	5	6	1	5	0	3	-2
CCOc1ccc(NC(=O)Cc2cccc3ccccc23)c([N+](=O)[O-])c1	0	7	2	-1	1	4	3	3	4
CC(NC(=O)C12CC3CC(CC(C3)C1)C2)C(=O)N/N=C/C1=C(N2CCOCC2)C(=C\c2ccccc2)/CC1 (stereo not given)	1	4	3	7	9	15	1	-2	1
O=C(NCc1cccnc1)C(=O)NCC(c1ccco1)N1CCN(c2ccc(F)cc2)CC1 (stereo not given)	7	3	1	-4	1	4	-1	-2	7
COc1cccc(CNC(=O)Cn2nc([N+](=O)[O-])c(Br)c2C)c1	0	3	1	2	2	7	1	0	7
O=C1C(N2CCOCC2)=C(n2nnc3ccccc32)C(=O)c2ccccc21	9	51*	77*	23*	0	7	-2	22	14
O=C(NC1CCCc2c1cnn2-c1ccccc1F)c1ccccc1N1CCOCC1 (stereo not given)	-1	4	-1	0	1	4	5	2	1
C=CCOC(=O)C1=C(C)N=C2SCCC(=O)N2C1/C=C/c1ccccc1 (stereo not given)	-9	-7	2	-1	-4	0	-4	-4	7
CCOC(=O)c1nnn(-c2nonc2N)c1-c1ccccc1	-2	-7	-4	-4	-1	5	3	1	4
CC(C)NS(=O)(=O)c1ccc(CCC(=O)NCc2cccnc2)cc1	-4	-4	-2	-1	-3	0	-1	1	0
Cc1cc2ccccc2nc1Br	0	0	6	1	-8	1	0	-1	3
CCOC(=O)[C@H](CCc1ccccc1)N[C@@H](C)C(=O)N1CCC[C@@H]1C(=O)O	1	-1	3	-4	-2	5	2	2	3
O=C(NCCCN1CCOCC1)c1cc(-c2ccc(Cl)c(Cl)c2)on1	-6	-2	-1	-2	-4	5	-6	5	-6
O=C1NC(c2ccccc2)=CC(c2ccccc2)N1 (stereo not given)	1	2	2	-2	4	0	-2	5	-2
CCC(=O)NCCc1nc2ccccc2n1Cc1ccc(C)cc1	-3	2	2	-2	-1	4	-3	9	4
Cc1cccc(-c2noc(CNC(=O)c3ccoc3C)n2)c1	7	8	3	-2	-1	12	-8	5	-12
OCCN(Cc1ccccc1)Cc1nc(CC2CC2)no1	-7	8	-4	-1	-1	4	-2	0	3
Cc1ccc(-c2nnc(-c3ccccc3S(=O)(=O)Cc3ccc(Cl)cc3)o2)cc1	5	-4	6	0	0	-1	-2	-2	0
Nc1nnc(CCS(=O)(=O)c2ccc(Br)cc2)s1	2	2	-1	1	5	0	7	24	9
O=C(NCc1ccc2c(c1)OCO2)Nc1ccc2nsnc2c1	0	2	-11	-5	-7	8	0	12	2
O=C(NC1CCCCCC1)c1cc(S(=O)(=O)N2CCCCC2)ccc1N1CCOCC1	4	2	7	1	2	3	-3	12	-5
COc1cc(OC)c2c(-c3ccccc3)cc(=O)oc2c1C(CCN1CCCCC1)c1ccc2c(c1)OCO2 (stereo not given)	1	4	2	-1	-1	2	-4	6	-1
C/C(=N\OC(=O)Nc1ccc(Cl)cc1)c1ncc(C(F)(F)F)cc1N1CCOCC1	0	0	5	2	-7	-5	-5	11	0
O=C(Cc1ccccc1[N+](=O)[O-])N1CCN(c2ccc(F)cc2)CC1	10	7	-3	0	4	3	-3	4	-2
COc1ccc(CCNC(=O)c2ccc(Cl)c(S(=O)(=O)N3CCCC3)c2)cc1	-1	4	.	-2	6	5	0	0	6
O=C(Nc1ccc([N+](=O)[O-])cc1)c1ccccc1F	-1	3	8	2	5	0	1	-1	3
CCCc1cc(=O)oc2cc(OCC(=O)N3CCC(C(N)=O)CC3)ccc12	6	5	-5	1	3	1	9	-2	11
COC(=O)c1ccc(NC(=O)C2CCCN(S(=O)(=O)c3cnc[nH]3)C2)cc1 (stereo not given)	-2	11	1	-2	-5	-1	4	1	5
CCOC(=O)N1CCN(CC(=O)Nc2ccc(F)cc2)CC1	-3	9	6	-1	8	2	4	-5	8
Cc1ccc(S(=O)(=O)NC(=O)Nc2ccc(N(C)C)cc2)cc1	0	7	87*	28*	13	25*	2	6	3
Cc1ccccc1C(=O)c1cccn1CC(=O)NCCC1=CCCCC1	4	-1	-3	3	0	4	-1	6	10
O=C(Cn1nnc(-c2cccs2)n1)N1CCc2ccccc2C1	6	4	2	2	7	6	0	6	-2
Cc1ccc(S(=O)(=O)NCC2CCC(C(=O)NCc3ccco3)CC2)cc1 (stereo not given)	-2	-1	-2	-1	5	12	3	3	9
O=[N+]([O-])c1ccccc1S(=O)(=O)N1CCN(S(=O)(=O)c2ccc3c(c2)OCCO3)CC1	-3	-3	.	-1	.	2	.	-3	.
COc1ccc(OC)c(NC(=O)[C@@]2(CC(=O)O)CC(/C=C/c3ccccc3)=NO2)c1	0	10	1	-2	3	9	0	2	-2
COc1ccc(OC)c(S(=O)(=O)NCC(=O)NC2CCCCCC2)c1	1	3	.	-2	1	2	1	7	6
COCCN(CCOC)S(=O)(=O)c1ccc(C(=O)Nc2nnc(C3CC3)o2)cc1	7	6	1	3	1	5	-1	-4	0
COc1ccc(S(=O)(=O)NC(CC(=O)NCc2ccco2)c2ccco2)cc1 (stereo not given)	-1	-3	-2	-3	-3	0	2	3	3
Cc1ccc(CN2CC(C(=O)Nc3ccc4c(C)cc(=O)oc4c3)CC2=O)cc1 (stereo not given)	2	4	14	2	4	4	0	0	7
CC(=O)Nc1ccc(OS(=O)(=O)c2c(C)cc(C)cc2C)cc1	1	8	5	-6	1	4	-1	7	0
CC(C)(O)CNC(=O)Nc1ccc(Cl)c(Cl)c1	-7	0	4	-6	-1	-5	-2	7	-9
CCOc1ccc(Cc2onc3c2C(=O)CC(C)(C)C3)cc1OCC	-4	6	7	2	0	3	-5	-1	-2
O=C(Nc1cc(C(F)(F)F)ccc1Cl)C(Sc1ccccn1)c1ccccc1 (stereo not given)	7	6	-6	2	-6	-4	-8	6	-16
COc1ccc(C(=O)NNC(=O)c2cc3cccc(OC)c3oc2=O)cc1	-7	-4	8	-1	1	1	-1	1	1
Cc1ccc(S(=O)(=O)N(C)Cc2ccc(-c3nnc4n3CCC4)cc2)cc1	-2	-6	2	-1	5	3	2	1	-1
Cc1cc(C)cc(NC(=O)C2CCCN2S(=O)(=O)c2ccc3c(c2)C(C)(C)C(=O)N3C)c1 (stereo not given)	-5	8	3	-2	5	2	1	7	-4
COc1ccc(Cl)cc1NC(=O)Nc1ccc(Br)cn1	-5	-5	-5	-1	-4	1	-2	-1	0
CC(=O)Nc1cc(NC(C)=O)cc(C(=O)OCC(=O)N2CC(C)OC(C)C2)c1 (stereo not given)	-4	-2	6	1	7	-5	-2	3	-1
Cc1ccc(F)c(C2=CC(=O)C[C@H](c3ccc(F)cc3)C2)c1	0	8	.	0	9	5	2	1	4
C=CCn1c(C)cc(C(=O)CSc2nc3ccccc3o2)c1C	21	2	-4	1	-2	1	-4	4	3
COn1c(-c2ccccc2)c(C=O)c2ccccc21	-8	9	0	0	5	0	3	0	8
CC(=O)C1=C(O)C(=O)N(c2ccc(C)cc2)C1c1ccc([N+](=O)[O-])cc1 (stereo not given)	0	3	5	-3	2	-1	1	2	6
Cc1ccc(C)c(C(=O)COC(=O)CNS(=O)(=O)c2ccccc2)c1	5	10	2	-4	-2	19	-1	10	-3
Cc1cc(C)nc(Nc2n[nH]c(COc3ccc(Cl)cc3)n2)n1	8	13	4	2	-6	4	-1	8	1
COc1ccccc1N1CCN(CC(O)COc2ccc3c(c2)CCC3)CC1 (stereo not given)	-4	12	1	0	4	9	1	5	3
COc1ccc(NC(=O)CN2CCc3ccccc3C2)cc1S(=O)(=O)N1CCOCC1	-3	7	2	-1	4	2	-4	0	-10
COc1ccc2c(CC(=O)Nc3nc(C)cs3)coc2c1	4	9	2	1	0	-2	0	2	0
CSc1nsc(SC)c1NC(=O)N1CCCCC1	1	7	9	0	-4	0	1	7	5
COCCCn1c(=N)c(C(=O)NCC2CCCO2)cc2c(=O)n3cccc(C)c3nc21 (stereo not given)	4	-7	0	-11	-3	4	-2	3	2
CSc1ccc(/C=N/NC(=O)c2cc(O)cc(O)c2)cc1	-7	-2	-4	-2	-26	4	0	-6	10
COc1ccc(-c2c(C)nn3c(N4CCCCCC4)cc(C)nc23)cc1OC	4	2	-2	-2	3	12	0	3	-3

Only part of the results is shown; count on the stated rates, not on these rows.
